High-throughput results deposited in PubChem by several laboratories.
KCNQ1 act: potentiates or activates the human KCNQ1 potassium channel. B-score at 10 µM. CHO-K1 KCNQ1, thallium flux FluxOR fluorescence; active compounds read high. actives 0.35% (n = 310,000);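 active = fluorescence ratio B-score, a plate-corrected score, at least three library SD, with initial intensity B-score within 5 SD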
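Assay system: CHO-K1 cells stably expressing KCNQ1. Medium: assay buffer for compound exposure, DMSO matched across wells. Timing: 37 °C overnight plating, 90-min dark dye load, 20-min compound pretreatment. Signal: kinetic FluxOR fluorescence, 10 s baseline plus 110 s post-stimulus.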
HDAC3 inhib: blocks human histone deacetylase 3; recombinant HDAC3, fluorogenic peptide/trypsin coupled, fluorescence; inhibition, % at 8.3 µM; actives 0.15% (n = 320,000); AID 2718; in the data active = inhibition above about 26%, passing the limit was not always enough; inconclusive = no clear call, values can overlap the other calls
SKKanGAS inh: blocks kanamycin growth of S. pyogenes SKKanGAS strain; inhibition, % at 7.5 µM; actives 1.3% (n = 300,000); BacTiter-Glo, 6 h; AID 1662;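 active = mean replicate score, as percent of positive control median, at least 50; inconclusive = mean below 50 but one replicate at or above 50; inactive = mean and every replicate below 50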;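 also: strain carries kanamycin resistance gene driven by streptokinase promoter and grows in 40 µg/ml kanamycin; loss of luminescence reflects streptokinase promoter inhibition or plain growth inhibition; 0% = median of DMSO wells and 100% = positive control at its reference dose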
hERG protect: shields human hERG channel from block by proarrhythmic agents; actives 0.51% (n = 310,000); Q12809; activation (rescue from dofetilide block), less the hit threshold, % at 10 µM; CHO-hERG, FluxOR thallium flux, dofetilide IC70 present; AID 1511;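 active = activation above the mean of controls blocked by dofetilide plus 5 SD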;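 also: thallium influx through hERG after potassium depolarization seen as dye fluorescence rise; in these data hits start at about 4.7%; inactives centre near -7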
RGS4 inh: inhibitors of human RGS4; P49798; HEK293 M3R/RGS4 inducible, Fluo-4 calcium flux; active compounds read high; triggered by carbachol at its EC20; actives 0.45% (n = 310,000); AID 463165; B-score at 10 µM;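 active = B-score, a plate-corrected calcium signal, over three deviations above library mean, with baseline fluorescence within five deviations of library mean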;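 also: RGS4 expression induced by doxycycline in cells with stable M3 receptor; B-score is computed from the integrated fluorescence ratio over baseline after carbachol; higher B-score means a larger calcium signal and so more RGS4 inhibition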
Target sequence (P49798 whole entry, looked up): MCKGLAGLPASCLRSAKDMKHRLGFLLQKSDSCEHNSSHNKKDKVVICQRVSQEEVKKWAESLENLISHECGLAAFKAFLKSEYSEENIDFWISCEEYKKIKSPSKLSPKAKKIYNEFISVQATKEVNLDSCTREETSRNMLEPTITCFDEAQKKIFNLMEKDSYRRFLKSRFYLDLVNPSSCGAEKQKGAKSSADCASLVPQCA
ANO1 block: blocks the mouse calcium-activated chloride channel TMEM16A; Q8BHY3; HEK293 TMEM16A/YFP iodide influx fluorescence, ionomycin; normalized B-score (activity score, 25-100; higher = stronger inhibition) at 10 µM; actives 1.2% (n = 310,000);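 active = ratio plate-corrected score three or more library SD toward inhibition, starting fluorescence score within five deviations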;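 also: score derived from kinetic fluorescence span divided by baseline fluorescence per well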
KCNQ1 inh: human KCNQ1 channel inhibition; CHO-K1 KCNQ1, FluxOR thallium flux fluorescence; active compounds read high; AID 2642; B-score at 10 µM; actives 1.3% (n = 310,000);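 active = compounds whose thallium flux B-score, printed positive for inhibition, exceeds three library SD while starting fluorescence stays within three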;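 also: channel opened by potassium depolarization with thallium stimulus after 20 min compound exposure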
ANO1 activ: mouse TMEM16A channel activation, primary screen. Q8BHY3. actives 0.3% (n = 340,000). AID 623877. HEK293 TMEM16A/YFP-H148Q/I152L, iodide quench fluorescence; active compounds read low. B-score at 10 µM;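 active = fluorescence-ratio B-score plate-corrected deviation score at least 3 library SD below zero, with starting fluorescence score within 5 deviations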;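 also: channel opened by trigger with iodide after compound preincubation; score built on the fluorescence ratio of max minus min over baseline; more negative score means more quench and so TMEM16A activation or potentiation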
RGS4 pot: potentiators or activators of RGS4; HEK293 M3R/inducible RGS4, carbachol calcium flux Fluo4; active compounds read low; actives 0.92% (n = 310,000); AID 463111; B-score at 10 µM;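 active = B-score of the integrated calcium signal more than 4 SD below the library mean, with starting fluorescence not abnormally high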;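 also: negative B-score means reduced calcium response which marks RGS4 activation or potentiation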
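Material: M3R-expressing HEK293 line, RGS4 induced by doxycycline | Schedule: Overnight RGS4 induction, 30 min dye load 37 °C, 20 min compound RT | Measured by: Fluo4 fluorescence kinetic imaging of calcium | Read-out: Integrated calcium ratio converted to B score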
KCNK3 block: human KCNK3 channel inhibition, primary screen; O14649; CHO-KCNK3 thallium flux, FluxOR fluorescence; active compounds read low; B-score at 10 µM; actives 0.84% (n = 340,000);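 active = B-score under library mean minus 4 SD, starting fluorescence ratio at most library mean plus 5 SD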;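 also: more negative B-score means stronger inhibition of thallium flux through KCNK3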
Target sequence (O14649 whole entry, looked up): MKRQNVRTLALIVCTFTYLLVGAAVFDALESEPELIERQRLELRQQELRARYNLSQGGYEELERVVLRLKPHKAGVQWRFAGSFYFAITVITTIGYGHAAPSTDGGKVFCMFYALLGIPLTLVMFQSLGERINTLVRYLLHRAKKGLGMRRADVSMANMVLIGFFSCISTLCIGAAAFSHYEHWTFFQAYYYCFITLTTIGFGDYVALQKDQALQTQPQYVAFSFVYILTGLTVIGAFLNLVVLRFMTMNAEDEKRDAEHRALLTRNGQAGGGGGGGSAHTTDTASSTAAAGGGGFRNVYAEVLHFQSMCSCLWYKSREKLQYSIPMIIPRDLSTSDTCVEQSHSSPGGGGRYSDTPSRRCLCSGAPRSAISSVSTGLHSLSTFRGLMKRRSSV
KCNK9 block: human KCNK9 channel inhibition; Q9NPC2; HEK293 KCNK9, FluxOR thallium flux fluorescence; active compounds read low; B-score at 10 µM; actives 1.2% (n = 310,000); AID 488922;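 active = ratio B-score over 3 SD below the library mean, with starting fluorescence within 5 SD of its mean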;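 also: negative B-score means less thallium flux so channel inhibition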
Target sequence (Q9NPC2 whole entry, looked up): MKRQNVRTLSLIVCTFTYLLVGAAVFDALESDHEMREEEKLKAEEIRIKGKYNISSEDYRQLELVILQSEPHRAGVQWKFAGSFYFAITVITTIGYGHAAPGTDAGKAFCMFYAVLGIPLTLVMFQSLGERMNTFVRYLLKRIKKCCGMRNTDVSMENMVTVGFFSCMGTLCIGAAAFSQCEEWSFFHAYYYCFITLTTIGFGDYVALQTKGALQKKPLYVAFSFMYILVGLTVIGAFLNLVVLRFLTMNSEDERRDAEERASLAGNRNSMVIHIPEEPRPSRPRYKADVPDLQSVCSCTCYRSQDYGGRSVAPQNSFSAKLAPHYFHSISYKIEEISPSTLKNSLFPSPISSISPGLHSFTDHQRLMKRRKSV
Starred values were filed as active, the others as inactive; i = inactive; ? = inconclusive; nt = no result given. Compounds were not picked by outcome. Share with any hit: about 6.3%.

Compound | SKKanGAS inh | HDAC3 inhib | RGS4 pot | KCNQ1 inh | RGS4 inh | KCNK9 block | ANO1 activ | KCNK3 block | hERG protect | KCNQ1 act | ANO1 block
Cc1cccc(-c2ncc(CN3CCCC(CO)(Cc4cccc(Cl)c4)C3)cn2)c1 (configuration not stated) | 14 | 10 | i | i | i | i | i | i | -18 | i | i
COc1ccc(-c2csc(NC(C)c3nc4cc(Cl)c(N5CCCCC5)cc4n3CCCO)n2)cc1 (configuration not stated) | 35 | 10 | i | i | i | i | i | i | -4 | i | i
O=c1[nH][nH]c(=O)n1-c1ccccc1 | -3 | -5 | i | i | i | i | i | i | -3 | i | i
CCN(CC)CCN1C(=O)C(=O)/C(=C(/O)c2ccc(OC(C)C)cc2)C1c1cccs1 (configuration not stated) | -4 | 3 | i | i | i | i | i | i | -9 | i | i
CCCNC(=O)c1onc(CSc2ccc(Cl)cc2)c1C(=O)NCCC(C)C | 30 | 2 | i | i | i | i | i | i | -8 | i | i
Cc1ccccc1NC(=O)CSCC(=O)Nc1ccccc1C | 4 | -1 | i | i | i | i | i | i | -5 | i | i
CCOC(=O)c1ccc(NC(=O)CC2SCCNC2=O)cc1 (configuration not stated) | -4 | 2 | i | i | i | i | i | i | -3 | i | i
CC(=O)c1cccc(NS(=O)(=O)c2ccc3c(c2)N(C(C)=O)CCO3)c1 | -5 | -1 | i | i | i | i | i | i | -8 | i | i
CCOC(=O)N1CCN(C(=O)c2cc3c(-c4ccc(Cl)cc4)nn(C)c3s2)CC1 | -2 | 5 | i | i | i | i | i | i | -2 | i | i
COc1ccc(Br)c(C(=O)NCCC(C)C)c1 | 9 | 2 | i | i | i | i | i | i | -3 | i | i
COC(=O)C1=CN(Cc2cccs2)C=C(C(=O)OC)C1c1cccc(O)c1 | -5 | -51 | i | i | i | i | i | i | -3 | i | i
CC(=O)c1ccc(NC(=O)c2ccc3snnc3c2)cc1 | -2 | 2 | i | i | i | i | i | i | -4 | i | i
CCCCn1c(N)c(N(CCOC)C(=O)c2ccc(COc3ccccc3)o2)c(=O)[nH]c1=O | -5 | -4 | i | i | i | i | i | i | -10 | i | i
C/C(=N/NC(=O)CN1CCN(S(=O)(=O)c2ccc(C)cc2)CC1)c1cccc(O)c1 | -13 | -1 | i | i | i | i | i | i | -14 | i | i
COc1cc(C(=O)NCCCc2ccccc2)cc(OC)c1OC | -3 | -4 | i | i | i | i | i | i | -13 | i | i
O=C(Cc1ccccc1)Nc1ccc(S(=O)(=O)N2CCCC2)cc1 | 3 | nt | i | i | i | i | i | i | -8 | i | nt
COc1ccc(CCNC2=NCC(C)S2)cc1 (configuration not stated) | -2 | -7 | i | i | i | i | i | i | -13 | i | i
O=C(N/N=C/c1ccc(Cl)cc1Cl)Nc1ccccc1 | nt | -1 | i | i | i | i | i | i | -10 | i | i
CCn1c(C)cc(/C=C2\SC(=O)N(CC(=O)Nc3ccc(C)c(C)c3)C2=O)c1C | 4 | 0 | i | i | i | i | i | i | -30 | i | i
CCOC(=O)c1c(NC(=O)CSc2nc3cc(Cl)ccc3c(=O)n2Cc2ccco2)sc(C(=O)N(C)C)c1C | 20 | 19 | i | i | i | i | i | i | -1 | i | i
CC(=O)N1CCN(c2nnc(-c3ccccc3)c3ccccc23)CC1 | -2 | -6 | i | i | i | i | nt | i | -5 | i | i
O=C(NC(=S)N(CCO)Cc1ccccc1)c1ccc(F)cc1Cl | 1 | 2 | i | i | i | i | nt | i | -4 | i | i
CCCc1cc(=O)[nH]c(SCC(=O)Nc2nonc2N)n1 | -7 | 2 | i | i | i | i | i | i | -5 | i | i
O=c1c([N+](=O)[O-])c(O)c2ccccc2n1Cc1ccccc1 | 8 | 0 | i | i | i | i | i | i | -9 | i | i
COc1cc(OC)cc(C(=O)N(CN2CCCC2=O)c2ccccc2OC)c1 | -24 | -3 | i | i | i | i | i | i | -12 | i | i
O=C(O)CCS(=O)(=O)Cc1ccccc1F | 6 | 0 | i | i | i | i | i | i | -11 | i | i
O=C(CN1C(=O)NC2(CCCCC2)C1=O)Nc1ccc(F)cc1 | 7 | 2 | i | i | i | i | i | i | -4 | i | i
COCCSc1ccccc1C(=O)NCc1ccc(S(N)(=O)=O)cc1 | -1 | -3 | i | i | i | i | i | i | -2 | i | i
COc1cc(/C=C/c2nc3ccccc3c(=O)[nH]2)cc(Br)c1O | 7 | -2 | i | i | i | i | i | i | -6 | i | i
COc1cccc2sc(Nc3nnc(-c4ccccc4Cl)o3)nc12 | 91* | -3 | i | i | i | i | i | i | 8.7* | 15* | i

The list continues:
Compound | SKKanGAS inh | HDAC3 inhib | RGS4 pot | KCNQ1 inh | RGS4 inh | KCNK9 block | ANO1 activ | KCNK3 block | hERG protect | KCNQ1 act | ANO1 block
CN1C(=O)CSc2ccc(NC(=O)N3CCc4ccccc43)cc21 | -13 | -1 | i | i | i | i | i | i | 0 | i | i
CN(C)c1ccc(NC(=O)/C=C/c2c(Cl)cccc2Cl)cc1 | -7 | -2 | i | i | i | i | i | i | -11 | i | i
COc1ccc(C2CC(=O)C(C3NCCc4ccccc43)=C(O)C2n2cncn2)cc1 (configuration not stated) | 1 | -11 | i | i | i | i | i | i | -6 | i | i
Cc1c(NC(=O)c2ccccc2)cccc1[N+](=O)[O-] | 2 | 10 | i | i | i | i | i | i | -7 | i | i
COc1ccc(C(=O)NCc2nnc(SCC(=O)Nc3cc(Cl)ccc3OC)o2)cc1 | 5 | -2 | i | i | i | i | i | i | -12 | i | i
CCCCn1c(=O)c(CCC(=O)OCC(=O)Nc2ccc(F)c(Cl)c2)nc2ccccc21 | -11 | 13 | i | i | i | i | i | i | -5 | i | i
CCOC(=O)c1c(NC(C)=O)sc2c(O)c(Br)ccc12 | 4 | -1 | i | i | i | i | i | i | -13 | i | i
CC(C)c1ccc(NC(=S)NNC(=O)C2CC2)cc1 | -18 | -2 | i | i | i | i | i | i | -16 | i | i
Clc1ccc(C2[C@H]3CN(Cc4cccnc4)[C@H](c4ccccc4)C34CC2(c2ccccc2)C4)cn1 (some centres not stated) | 23 | -7 | i | i | i | -9.8* | i | i | -6 | i | i
Cc1ccc(Cl)cc1NC(=O)c1cnn2c1NC(c1ccco1)CC2C(F)(F)F (configuration not stated) | -1 | 7 | i | i | i | i | i | i | -15 | i | i
CCc1ccccc1NC1c2ccccc2C(=O)N1c1cc(C)ccn1 (configuration not stated) | -5 | 2 | i | i | i | i | i | i | -2 | i | i
O=C(/C=C\c1ccco1)Oc1cccc2cccnc12 | -1 | -3 | i | i | i | i | i | i | -11 | i | i
Cc1ccsc1/C=N/Nc1nc2ccccc2[nH]1 | ? | nt | i | i | i | i | i | i | -17 | i | nt
CC(=O)C1=C(O)C(=O)N(c2cccc(Br)c2)C1c1ccc(Br)cc1 (configuration not stated) | 37 | -4 | i | i | i | i | i | i | -18 | i | i
Cc1ccc2c(CN3CCCc4ccccc43)cc(=O)oc2c1C | 3 | 3 | i | i | i | i | i | i | -3 | i | i
O=C(NCc1ccncc1)C(=O)NCC1OCCCN1S(=O)(=O)c1ccc(F)cc1 (configuration not stated) | 0 | -3 | i | i | i | i | i | i | -4 | i | i
CC(=O)Nc1ccc(OCC(O)Cn2ccnc2)cc1 (configuration not stated) | -6 | -5 | i | i | i | i | i | i | -2 | i | i
Cc1cccc(N2C(=O)CCC2=O)n1 | -1 | -5 | i | i | i | i | i | i | -3 | i | i
O=C(COC(=O)c1ccc(S(=O)(=O)Nc2ccccc2)cc1)NCC1CCCO1 (configuration not stated) | 5 | 1 | i | i | i | i | i | i | -11 | i | i
CC(C)=CCSc1nnc(CCNC(=O)OC(C)(C)C)o1 | 0 | 5 | i | i | i | i | i | i | -12 | i | i
Cc1cc(C)n(CC(=O)N/N=C/c2cc([N+](=O)[O-])ccc2O)n1 | 5 | 2 | i | i | i | i | i | i | -6 | i | i
CCNC(=S)NNC(=O)C1CCCCC1 | -3 | -5 | i | i | i | i | i | i | -4 | i | i
Cc1csc(N/N=C/c2ccccn2)n1 | -1 | -1 | i | i | i | i | i | i | -8 | i | i
CC(=O)Nc1ccc(N(CC(=O)NC2CCCC2)C(=O)CCC(=O)Nc2cc(C)on2)cc1 | -2 | 1 | i | i | i | i | i | i | -10 | i | i
Cc1cc(C)c(C)c(S(=O)(=O)NCC(=O)O)c1C | 2 | 10 | i | i | i | i | i | i | -4 | i | i
Cc1ccc(N2CC(C(=O)OCC(=O)c3ccc(C)c([N+](=O)[O-])c3)CC2=O)cc1 (configuration not stated) | -10 | 3 | i | i | i | i | i | i | -6 | i | i
O=C1OC(c2ccccc2)=C/C1=C/c1cccs1 | -3 | 1 | i | i | i | i | i | i | -9 | i | i
O=C1CCCC2=C1C(c1ccncc1)c1c(nc(SCc3ccccc3)[nH]c1=O)N2 (configuration not stated) | 2 | -12 | i | i | i | i | i | i | -22 | i | i
CCNC(=O)CC1C(=O)N(c2ccccc2)C(=O)N1CCc1ccc(OC)cc1 (configuration not stated) | 4 | -1 | i | i | i | i | i | i | -4 | i | i
Cc1ccc(Cn2ncc3c(NN)ncnc32)cc1 | -7 | 0 | i | i | i | i | i | i | -5 | 15* | i

(listing goes on)
Compound | SKKanGAS inh | HDAC3 inhib | RGS4 pot | KCNQ1 inh | RGS4 inh | KCNK9 block | ANO1 activ | KCNK3 block | hERG protect | KCNQ1 act | ANO1 block
O=C(NCCCN1CCN(c2ccc(F)cc2)CC1)c1cccc(N2CCCC2=O)c1 | 2 | 0 | i | i | i | i | i | i | -4 | i | i
CC1(NC(=O)Nc2ccccc2)CCS(=O)(=O)C1 (configuration not stated) | 7 | -5 | i | i | i | i | i | i | -6 | i | i
COc1cccc(C=Nc2cc(C)on2)c1O | 7 | 1 | i | i | i | i | i | i | -4 | i | i
O=C(Nc1nnc(SCc2ccc(F)cc2)s1)c1cnccn1 | 28 | 2 | i | i | i | i | i | i | -13 | i | i
